Bioassay records as filed in PubChem.
HIV fusion peptide = cell-free HIV fusion peptide-binding blockers – biochemical, uHTS, fluorescence dequenching, primary screen (AID 1986); cell-free peptide binding, fluorescence dequenching, 30 min; higher % means a stronger effect; inhibition, % at 20 µM, or IC50 in µM where a hit was titrated; 0.3% of 290,000 active; in the data active = inhibition mostly above about 52%, no sharp cut-off; inactive = mostly below about 76%; note: some results filed as inactive read as strong as hits
Autophagy HCS = alters autophagy in cells; MEF GFP-LC3 puncta imaging; test concentration mostly 10 µM; calls only at 10 µM (by protocol); 0.98% of 190,000 active; AID 463193;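 active = percentage of spot-positive cells more than 3 SD above its plate mean, without a fluorescence outlier flag or 80% toxicity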;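 note: spot-positive cell cutoff set from DMSO-treated cells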
AID2073 = inhibitors of Mint1-CaV2.2 protein interaction, biochemical, HTRF (AID 2073); inhibition, % at 20 µM, or IC50 in µM where a hit was titrated; 0.19% of 290,000 active; HTRF protein-protein interaction, Mint1-CaV2.2; higher % means a stronger effect; in the data active = inhibition mostly above about 51%, no sharp cut-off; note: some results filed as inactive read as strong as hits
WT yeast gro inh = growth inhibition of WT yeast, mitochondrial fusion screen; mitochondrial fusion phenotypic screen, WT strain; inhibition, % at 10 µM; 2.1% of 190,000 active; in the data active = inhibition above about 58%; tested in S. cerevisiae
MT stabilize HCS = microtubule stabilizers in HeLa cells; HeLa tubulin immunostaining HCS, 24 h; share of cells brighter than vehicle mean+2SD; % tubulin-high responders, % at 10 µM; 0.83% of 200,000 active; AID 2205;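 active = plate Z-score above 3 for both tubulin-high and condensed-nucleus cell shares, with cell loss under 80%, at 10 µM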;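 note: anti alpha tubulin signal scored within the nucleus-defined area of each cell; some results filed as inactive read as strong as hits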
Insulin prom up = MIN6 insulin promoter up-regulation | z-score at 5 µM | 0.3% of 190,000 active | MIN6 insulin promoter-GFP reporter, high-content imaging; active compounds read high | AID 1625;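 active = z-score above 3 at 5 µM with at least 500 cells counted in the well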
b-catenin transl = alters nuclear translocation of beta-catenin in HeLa cells. immunofluorescence imaging. 0.3% of 190,000 active. nuclear translocation activity, % at 5 µM. AID 1665;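 active = nuclear translocation activity above 50% at 5 µM, with a well cell count of 50 or more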;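 note: per-cell ratio of nuclear to cytoplasmic median beta-catenin stain intensity; plate controls were DMSO negative control for no effect and GSK-3 inhibitor IX positive control for full effect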
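System: HeLa cells, endogenous beta-catenin; compound dosing: 5 µM primary single dose, 0.1% DMSO, 0.02–20 µM confirmation series; incubation: 24 h compound exposure at 37°C, 5% CO2; signal: beta-catenin immunofluorescence imaging with DAPI; evaluation: % activation, nuclear-to-cytoplasmic median beta-catenin signal ratio per cell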
Yfh1-depleted yeast = mitochondrial function rescue without frataxin homolog – Friedreich's ataxia, plus single-dose screen, dose response (AID 1465); 0.074% of 220,000 active; S. cerevisiae Yfh1-off respiration, WST-1 reduction, 72 h; higher fold induction means a stronger effect; fold induction at 50 µM; hits with a dose series show EC50 in µM;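 active = fold induction of absorbance versus untreated yeast above a set limit, then at least 30% activation at any dose in follow-up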;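 note: activators that raise dye reduction in frataxin-depleted yeast; strong numbers were not always called active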
Dynein cargo inh = blocks dynein driven cargo transport along microtubules | 3617.4 mouse cells, GR-EGFP nuclear translocation imaging; test concentration mostly 20 µM; stimulated with dexamethasone, 1 µM; active compounds read low | z-score, hits read low | 0.47% of 220,000 active | AID 1381;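 active = plate z-score of nuclear minus cytoplasmic receptor signal below a set negative limit, without overly bright fluorescence or cell loss, cut at about -3.5 in these data, passing the limit was not always enough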;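 note: z-score of nuclear minus cytoplasmic ring GR-EGFP intensity difference per well; some compounds called inactive have numbers as strong as hits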
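Also added – dexamethasone, 1.0 µM final · Buffer or medium – tet-free, stripped-serum medium · Schedule – induction 48 h, compound 1 h, agonist 30 min · Detection – formaldehyde fixation, Hoechst nuclear stain, 10x automated fluorescence imaging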
WT yeast gro inh mutant strain = recorded beside WT yeast gro inh, whose call it bears; inhibition, %; mitochondrial fusion phenotypic screen, mutant strain inhibition
Dynein cargo inh cytoplasmic EGFP = recorded beside Dynein cargo inh, whose call it bears; z-score; measured here: cytoplasmic GR-EGFP intensity; active compounds read high
Dynein cargo inh nuclear GR-EGFP = further read-out of Dynein cargo inh, marked with its call; z-score; measured here: nuclear GR-EGFP intensity;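 lower value marks the stronger effect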
Dynein cargo inh cell count = further read-out of Dynein cargo inh, marked with its call; z-score; measured here: cell count per field
Insulin prom up cell count = second read-out of Insulin prom up, no call of its own (marks repeat the call); cell count; measured here: cytotoxicity, nuclei count;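 total cells summed across four imaged fields per well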
b-catenin transl cell count 5 µM = second read-out of b-catenin transl, no call of its own (marks repeat the call); cell count; measured here: cell count, cytotoxicity flag
MT stabilize HCS Hoechst-high % = second read-out of MT stabilize HCS, no call of its own (marks repeat the call); % Hoechst-high responders; measured here: nuclear condensation Hoechst responders;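 share of cells brighter than vehicle mean plus two SD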
MT stabilize HCS cytotoxicity % = further read-out of MT stabilize HCS, marked with its call; toxicity, %; measured here: cytotoxicity by cell density;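 0% = mean cell density of plate MIN control wells and 100% = no cells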
Autophagy HCS cell loss 18 h = also measured in Autophagy HCS; calls as there; toxicity, %; measured here: cell loss, nuclei count;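 cell loss after 18 h compound exposure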
* hit, by the source's call; i = inactive; x = not tested or not shown. Hits appear at their usual frequency; any-hit rate near 4.2%.

Every second line gives: AID2073 | Insulin prom up cell count | Dynein cargo inh nuclear GR-EGFP | WT yeast gro inh | b-catenin transl cell count 5 µM | MT stabilize HCS cytotoxicity % | Autophagy HCS cell loss 18 h | Dynein cargo inh | MT stabilize HCS Hoechst-high % | Dynein cargo inh cytoplasmic EGFP | Yfh1-depleted yeast | HIV fusion peptide | Insulin prom up | Autophagy HCS | MT stabilize HCS | b-catenin transl | Dynein cargo inh cell count | WT yeast gro inh mutant strain
COc1ccc(Cl)cc1C(=O)Nc1nnn(C)n1
  -4% | x | 0.1 | -4 | x | 9.2 | -11 | -0.07 | 1.8 | -0.21 | i | -2.2% | x | i | 2.4 | x | 0.34 | -10
Cc1cc(C)n(-c2ccc(C(=O)Nc3ccc(S(=O)(=O)NCc4ccco4)cc3)cc2)n1
  2% | 656 | 0.25 | 17 | 1454 | 1.7 | -29 | -0.13 | 1.4 | -0.25 | i | 13% | -0.49 | i | 3.5 | -1.8 | 0.56 | 0
O=S(=O)(NCc1csc(-c2cccs2)n1)c1ccc(Cl)cc1
  -9% | 1466 | -0.29 | x | 1341 | x | x | -0.47 | x | 0.014 | i | 0.3% | -0.57 | x | x | 0.4 | 1.2 | x
Nc1nc(NCc2ccccc2)nc(Nc2cccc(F)c2)c1[N+](=O)[O-]
  27% | x | -0.41 | 10 | x | 4.8 | 6 | -0.62 | 1.9 | -0.21 | i | -2.5% | x | i | 4.1 | x | 0.33 | -4
Cc1cnc(NC(=O)C2(c3ccccc3)CC2)s1
  7% | 1364 | 0.025 | 1 | 1127 | 8.3 | 6 | -0.42 | 1.8 | -0.39 | i | 0.5% | 0.4 | i | 6.4 | -1.1 | 0.63 | 24
Cc1ccc(CNc2nc(N)c([N+](=O)[O-])c(NCCO)n2)cc1
  9% | 979 | 0.041 | x | 1281 | x | x | 0.87 | x | -0.28 | i | -1.1% | -1.1 | x | x | -0.2 | -0.0057 | x
CC(C)Cc1nnc(NC(=O)CSc2nc(=O)cc(N)n2-c2ccccc2)s1
  -7% | 1318 | 0.23 | 1 | x | 3.1 | 3 | 0.45 | 2.4 | -0.23 | i | -1.3% | 0.1 | i | 3.4 | x | 0.45 | -16
Cc1nc2sc(C(c3ccco3)N3CCC(C)CC3)c(O)n2n1 (stereo not drawn)
  8% | 1125 | 0.29 | 4 | 1150 | 6.3 | -14 | 0.2 | 1.8 | -0.2 | i | -2.2% | 0.18 | i | 3.4 | -2.2 | 0.2 | 2
CCCn1c(SCCC(=O)O)nc2ccccc21
  7% | 1443 | -0.098 | 3 | 1019 | 2.2 | 6 | -0.5 | 1.6 | -0.22 | i | 0.4% | -0.63 | i | 3.6 | 0.6 | 0.63 | 3
NNC(=O)c1ccc(COc2ccccc2)cc1
  -3% | 1421 | 2 | 14 | 1101 | 12 | -10 | 3.6 | 2.0 | 0.093 | i | -4.4% | 1.3 | i | 3.9 | 0.9 | -1.6 | 0
N#CCN1CCN(CCC(=O)Nc2ccc(OCc3ccccc3)cc2)CC1
  -1% | 682 | 0.13 | -10 | 1118 | 5.6 | 4 | 0.36 | 1.3 | -0.0051 | i | -0.4% | -1.1 | i | 2.1 | 2.8 | -0.17 | 6
COc1ccc(OCC(=O)Nc2ccc(C)cc2)cc1
  9% | 811 | -0.31 | -5 | 1002 | 0.3 | 16 | -1.1 | 2.1 | -0.39 | i | -0.3% | 0.49 | i | 4.5 | 0.1 | 0.67 | -3
Cc1ccc(C)c(OCC(=O)NCC(C)C)c1C
  -2% | 1264 | -0.51 | -15 | 525 | 5.2 | -9 | -0.5 | 1.8 | -0.32 | i | 1.6% | 0.21 | i | 2.4 | 0.4 | 0.56 | -8
CCCN1C2CCCC1CC(NC(=S)Nc1cc(C)ccc1C)C2 (stereo not drawn)
  2% | x | 1.2 | -4 | 549 | 2.7 | -6 | 1.8 | 2.2 | -0.23 | i | 1.9% | x | i | 1.9 | -3.7 | 0.13 | 10
Cc1cc(C)nc(NC(=O)c2ccc(Cl)c([N+](=O)[O-])c2)n1
  -13% | 1369 | -0.13 | x | 1260 | x | x | 0.2 | x | -0.28 | i | -3.3% | -0.18 | x | x | 0.5 | 0.29 | x
O=C(/C=C/c1ccccc1)N1CCN(CC(O)COc2ccccc2)CC1 (stereo not drawn)
  -4% | 1862 | 0.0012 | 9 | 1116 | 8.7 | 5 | -1.4 | 1.6 | 0.99 | i | 1.3% | -0.23 | i | 2.9 | -4.1 | 0.18 | 12
O=C(O)Cn1c(-c2ccccc2)nc2ccccc21
  19% | 1543 | -0.18 | -10 | 1320 | 4.3 | -55 | -0.95 | 1.8 | -0.17 | i | 6.6% | -0.23 | i | 3.3 | -1.7 | 0.64 | 5
O=c1[nH]c(CN2CCN(c3ccc(F)cc3)CC2)nc2ccccc12
  -4% | 1582 | -0.39 | 3 | 1328 | 5.2 | 2 | -0.37 | 1.7 | -0.25 | i | 1.0% | -0.42 | i | 2.9 | -0.9 | 0.14 | -11
Cc1cccc(-c2nnc(SCC#N)n2-c2ccccc2)c1
  -6% | 1493 | -0.11 | 12 | 899 | 5.9 | 2 | 0.057 | 2.5 | -0.19 | i | 0.6% | 0.31 | i | 1.3 | -7.7 | 0.49 | 1
COC(=O)[C@@H]1[C@@H](C)OC(=O)N[C@H]1c1ccccc1
  -4% | 1233 | 0.33 | 4 | x | 4.1 | 25 | -0.28 | 1.7 | -0.31 | i | -0.1% | 0.97 | i | 2.0 | x | 0.64 | 1
CC(=O)NC(CCS(C)(=O)=O)C(=O)Nc1cccc(Cl)c1Cl (stereo not drawn)
  -4% | 2013 | 0.33 | -9 | 1133 | 5.1 | -3 | 0.22 | 2.5 | -0.2 | i | -2.9% | 0.79 | i | 2.5 | -1.0 | 0.36 | 6
CC(C)(C)n1nnnc1CN1C2CCC1CC(NC(=O)Nc1ccccc1)C2 (stereo not drawn)
  -1% | 1318 | -0.31 | 10 | 1182 | 7.5 | 7 | -0.36 | 2.8 | -0.3 | i | -1.0% | -0.85 | i | 3.8 | 0.3 | 0.26 | 18
CON(C)c1nc(OCCNC(=O)COc2ccc(Cl)cc2C)nc(N(C)C)n1
  -6% | 975 | 0.21 | -8 | 1341 | 9.8 | 3 | -0.33 | 1.5 | 1 | i | -2.9% | -0.2 | i | 2.6 | 2.8 | -0.099 | -4
Fc1ccc(/C=N/NC(=S)Nc2ccc(Cl)cc2)cc1F
  2% | x | -0.062 | 24 | 964 | 8.0 | 10 | 0.19 | 2.6 | -0.24 | i | -1.3% | x | i | 3.8 | -1.1 | -0.0011 | 0
c1ccc2c(c1)ccc1nnc(SCc3ccc4c(c3)OCCO4)n12
  0% | 721 | -0.34 | 1 | x | 8.6 | 7 | -0.58 | 4.0 | -0.25 | i | -2.0% | 0.33 | i | 2.0 | x | 0.56 | 4
CCOC(=O)NC(Nc1nnc(C)s1)(C(=O)OCC)C(F)(F)F (stereo not drawn)
  9% | 1110 | -0.28 | 3 | 1139 | 9.1 | 1 | -0.18 | 2.0 | -0.15 | i | -0.2% | 0.37 | i | 1.7 | 0.3 | 0.38 | 8
Cc1ccc(NCc2ccc(Cl)nc2)c(NCc2ccc(Cl)nc2)c1
  10% | 1120 | 0.076 | -2 | 1029 | 2.0 | 27 | 0.1 | 1.2 | -0.29 | i | 3.1% | 0.02 | i | 1.3 | 1.4 | 0.33 | -5
CC1=C(C)SC(=C(C#N)c2nnc(N3CCOCC3)n2-c2ccccc2)S1
  -4% | 1100 | x | x | 862 | x | x | x | x | x | i | -1.4% | 0.13 | x | x | -3.7 | x | x
Cn1c(=O)n(C)c2cc(NC(=O)c3cc4ccccc4o3)ccc21
  -3% | 1252 | -0.33 | -9 | 1056 | 22 | 15 | -1.1 | 0.0 | -0.3 | i | -1.9% | -0.39 | i | 0.7 | -0.1 | 0.1 | -9
Nn1c(SCC(=O)NCCC2=CCCCC2)nnc1C1CCCCC1
  -2% | 1300 | -0.51 | -2 | 1240 | 10 | -15 | -1.3 | 4.0 | -0.33 | i | -1.0% | 0.52 | i | 4.7 | -8.2 | 0.58 | 2
COC(=O)C1=C(C)OC(N)=C(C#N)C1c1cc2cccc(C)c2nc1Cl (stereo not drawn)
  -6% | 1571 | -0.13 | -6 | 938 | 6.6 | -12 | -0.7 | 1.7 | 0.26 | i | -0.4% | 0.17 | i | 2.0 | -1.4 | -0.41 | -6
CC(/C=N/NC(=O)c1cc(-c2cccs2)[nH]n1)=C\c1ccccc1
  -1% | 1576 | -0.27 | 16 | 1088 | 9.9 | -8 | -0.54 | 12 | -0.2 | i | 1.8% | 0.51 | i | 8.8 | 1.8 | 0.18 | -4
COc1ccc2[nH]c(=O)c(C(=O)O)cc2c1
  11% | 1287 | 0.41 | 8 | 1115 | 7.9 | -2 | 0.8 | 1.9 | 1 | i | -2.2% | 0.4 | i | 5.4 | -0.4 | -0.12 | 0
